# High-throughput results: PubChem BioAssay, several laboratories
# Phagocyt inh – inhibitors of macrophage phagocytosis; J774A.1 macrophage IgG-bead phagocytosis, imaging; actives 0.07% (n = 110,000); inhibition, % at 5 µM;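 active = inhibition above the mean of the plate negative controls plus 5 SD, cut at about 13% in these data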;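 note: phagocytic index as fraction of beads internalized from green versus red external bead signal; plate controls were DMSO negative control for no effect and cytochalasin-D positive control for full effect; some results beyond the cut were filed as inactive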
# MRP-1 activ – activates MRP-1; AID 799; viability increase, % at 10 µM; actives 0.61% (n = 140,000); H69AR cells + doxorubicin, viability rescue, CellTiter-Glo;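 active = viability gain under doxorubicin at or above a set limit, the compound median plus 3 SD, cut at about 4.7% in these data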;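 note: MRP-1 overexpressing cells given doxorubicin 25 µM after compound pretreatment; 18-22 h compound pretreatment then 72 h with doxorubicin before readout; 0% = doxorubicin-only wells and 100% = vehicle-treated cells without doxorubicin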
# HCT116 bCat-KO – beta-catenin-lacking colon tumor cell growth suppression. HCT116 beta-catenin knockout viability, CellTiter-Glo, 60 h; stronger effect = lower value. viability, % at 10 µM. actives 1.5% (n = 140,000);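 active = viability at or under a set limit, the compound median less 4 SD, cut at about 6% in these data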;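 note: 0% = Hyamine 1622 control at 20 µM and 100% = untreated cell control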
# Yeast life ext – yeast lifespan extension; S. cerevisiae growth with nicotinamide, OD615; deaD strain in restrictive glucose medium; AID 775; inhibition of the nicotinamide effect, % at 10 µM; actives 0.68% (n = 130,000);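 active = inhibition above a set limit, placed 3 SD over the median of all compounds, cut at about 26% in these data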;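 note: 0% = nicotinamide-treated wells and 100% = cells grown without nicotinamide; some compounds called inactive have numbers as strong as hits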
#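 Assay system: engineered S. cerevisiae DeaD replicative-lifespan strain, galactose-grown log-phase cells; Buffer or medium: CSMM-D glucose medium, restrictive; Probe or stimulus: nicotinamide 1.5 mM; Compound: single dose 10 µM compound, 0.25% DMSO; Schedule: 4 h preincubation then 48 h treatment at 30 °C; Technique: OD615 measurement.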
# HCT116 PTEN-null – growth suppressors of cells with PTEN tumor suppressor deletion | HCT116 PTEN-null viability, CellTiter-Glo, 60 h; stronger effect = lower value | viability, % at 10 µM | actives 1.2% (n = 140,000) | AID 827;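 active = viability at or below a set limit, 4 SD under the median of all tested compounds, cut at about 3.7% in these data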;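 note: PTEN knockout HCT116 line with beta catenin targeted HCT116 as companion control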
# Yeast growth inh – yeast BB579 growth reduction in restrictive medium; S. cerevisiae BB579 growth, OD615, 48 h; inhibition, % at 10 µM; AID 804; actives 0.51% (n = 140,000);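 active = inhibition above a set limit, 3 SD over the mean compound inhibition, cut at about 44% in these data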; note: inactives centre near -24
#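 Test system: DeaD yeast strain BB579 / Buffer or medium: restrictive glucose-based CSMM-D medium / Doses: single 10 µM dose / Schedule: 4 h cell preincubation, 48 h compound exposure, 30 °C humidified / Technique: culture absorbance at 615 nm / Controls: amphotericin B positive control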
# Measles CPE – protection of cells from measles virus | Measles virus-infected cells, CPE protection, absorbance | protection (pct of control), % at 4 µM | actives 1.5% (n = 140,000) | AID 841; in the data active = protection mostly above about 24%, no sharp cut-off; inactive = mostly below about 26%; note: some compounds called inactive have numbers as strong as hits
# GALR2 blocker – GALR2 (human) receptor antagonism | GALR2-expressing cells, antagonist mode | inhibition, % at 4 µM | actives 0.39% (n = 140,000) | AID 828; in the data active = inhibition above about 27%;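 note: cells stimulated with galanin 1-16 at roughly its EC80; 0% = agonist challenge control and 100% = basal control without agonist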
# Target sequence (O43603 whole entry, looked up): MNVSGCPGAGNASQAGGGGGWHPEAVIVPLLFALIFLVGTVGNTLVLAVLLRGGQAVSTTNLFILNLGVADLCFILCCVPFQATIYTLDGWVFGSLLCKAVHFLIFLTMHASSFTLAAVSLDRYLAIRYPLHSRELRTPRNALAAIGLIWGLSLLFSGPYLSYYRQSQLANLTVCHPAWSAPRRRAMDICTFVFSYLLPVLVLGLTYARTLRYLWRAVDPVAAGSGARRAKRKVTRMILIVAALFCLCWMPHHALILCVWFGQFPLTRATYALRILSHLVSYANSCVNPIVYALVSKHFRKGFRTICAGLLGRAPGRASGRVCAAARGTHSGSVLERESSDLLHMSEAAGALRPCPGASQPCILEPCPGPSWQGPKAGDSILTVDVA
# NPY-Y2 antag – antagonists of human neuropeptide Y receptor Y2; P49146; NPY-Y2 expressing cells, antagonist mode; inhibition, % at 2.7 µM; actives 0.99% (n = 140,000); in the data active = inhibition above about 17%;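 note: 0% = vehicle with agonist challenge and 100% = reference antagonist with challenge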
# Target sequence (P49146 whole entry, looked up): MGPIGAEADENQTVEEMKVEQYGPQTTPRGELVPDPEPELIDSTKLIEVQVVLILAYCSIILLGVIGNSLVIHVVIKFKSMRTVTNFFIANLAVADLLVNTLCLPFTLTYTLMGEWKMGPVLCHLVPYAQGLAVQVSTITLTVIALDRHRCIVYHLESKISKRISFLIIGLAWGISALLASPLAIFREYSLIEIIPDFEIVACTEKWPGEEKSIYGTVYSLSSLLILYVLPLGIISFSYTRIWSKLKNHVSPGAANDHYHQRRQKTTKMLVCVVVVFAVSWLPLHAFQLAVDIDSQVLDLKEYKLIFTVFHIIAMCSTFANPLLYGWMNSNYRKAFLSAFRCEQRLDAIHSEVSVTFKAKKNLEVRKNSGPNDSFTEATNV
# E-sel TNF inh – TNF alpha driven E-selectin expression inhibition | inhibition, % at 2 µM | actives 0.71% (n = 120,000) | HUVEC TNFa-induced E-selectin immunofluorescence, high content;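 active = inhibition above the batch mean plus 3 SD, and confirmed as a hit on visual image review, cut at about 43% in these data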;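 note: 0% = TNF-stimulated DMSO wells and 100% = unstimulated control wells; not every result past the cut was called active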
# * hit, by the source's call; / = no result given.
SMILES,Phagocyt inh,MRP-1 activ,HCT116 bCat-KO,Yeast life ext,HCT116 PTEN-null,Yeast growth inh,Measles CPE,GALR2 blocker,NPY-Y2 antag,E-sel TNF inh
O=C(c1ccc(S(=O)(=O)Nc2ccccc2)cc1)N1CCOCC1,-1,-0.9,112,-5,101,-33,2,2,2,-4
COC(=O)c1sc(NC(=O)c2cc(-c3ccccc3)nc3ccccc23)c(C#N)c1C,-2,-2.3,23,-15,14,-50,4,4,5,-70
Cc1cc(NS(=O)(=O)c2ccc(NC(=O)CSc3nnc(-c4ccco4)n3N)cc2)nc(C)n1,-3,-0.6,99,2,94,-21,19,-7,3,/
Cc1ccc(Oc2nnc(-c3ccccc3)c3ccccc23)cc1,/,-1.2,41,-8,14,-18,3,0,5,-24
O=C(Cc1ccccc1)N1CCN(C(=O)c2cccs2)CC1,0,-1.1,107,-6,96,-53,9,0,2,-20
Cn1cc(CNC(=O)Nc2ccc3c(c2)OCO3)cn1,0,2.8,100,-16,102,-13,3,-4,0,-15
COc1ccc(/C(C)=N/Nc2ccc(C(=O)O)cc2)c(OC)c1,/,0.8,89,5,93,-11,17,7,1,/
OCCNc1nc(OCC(F)(F)F)nc(N2CCN(C34CC5CC(CC(C5)C3)C4)CC2)n1,-1,-4.3,62,-5,73,-29,4,4,6,/
COc1ccc(C(=O)Nc2c(N)nc(SCC(=O)N3CCC(C)CC3)[nH]c2=O)cc1OC,1,-1.1,101,4,95,31,13,4,0,/
c1ccc(NCCCNc2ccccc2)cc1,1,-3.2,67,-25,65,-35,11,11,1,-7
Cc1cc(-c2nnc(SCC(=O)c3ccc4c(c3)OCCO4)o2)no1,-4,0.0,94,-1,96,-6,15,-14,9,/
CCn1c(C)nc2cc(C(=O)N/N=C/c3ccc(O)cc3)ccc21,-4,-1.8,91,-2,97,-18,5,6,6,-10
O=C(Nc1cccc(C(F)(F)F)c1)c1cc2c(s1)-c1ccccc1OC2,-5,-4.1,86,7,92,-17,1,4,2,-24
Cc1cccc(NC(=O)Nc2ccc(C#N)cc2)n1,0,-3.9,10,-12,7,-36,15,38*,4,55*
CS/C(N)=N/N=C/c1ccc([N+](=O)[O-])cc1,/,0.9,98,-13,108,-7,13,2,-1,-2
COc1ccc(-c2coc3cc4oc(=O)cc(-c5ccccc5)c4cc23)cc1F,2,-5.5,2.6*,-2,2.1*,-28,9,4,5,/
O=C1N(c2ccccc2)C2CS(=O)(=O)CC2N1c1ccc(Cl)c(Cl)c1 (configuration not stated),/,-2.9,79,-3,68,-34,4,-2,1,17
CCC(Sc1ncccc1C(=O)OCCN1CCCC1=O)C(=O)NCc1ccco1 (configuration not stated),-1,-2.4,87,-5,92,-17,7,-4,1,/
CC1CCN(c2ccc(/C=N/n3nnnc3N)cc2[N+](=O)[O-])CC1,/,-0.8,112,-30,102,-23,0,-8,1,/
COc1ccc(CCN=C(N)NS(=O)(=O)c2ccc3ccccc3c2)cc1,0,0.4,76,0,68,-14,16,1,4,/
COC(=O)N/N=C/c1cc(Cl)cc(Cl)c1OCc1ccccc1F,2,-1.9,86,-1,95,-28,3,-4,2,/
CC1(C)CC(CCC(=O)Nc2ccccc2Cl)C(=O)O1 (configuration not stated),2,-3.7,80,-18,87,-15,10,-17,3,8
COc1ccc(-c2nn(CCC(=O)O)cc2CCC(=O)O)cc1,-1,-1.4,90,-8,87,-13,9,9,0,-12
CC(=O)Nc1ccc(S(=O)(=O)N2CCc3ccccc3C2)cc1,/,-4.5,100,-19,89,-9,6,8,1,-6
Cc1ccc(N2C(=O)/C(=C\c3ccco3)SC2=S)cc1,/,-2.2,78,-11,71,-54,33,-11,-1,25
O=C(NCCc1ccccc1)C1CC(c2ccccc2O)=NO1 (configuration not stated),-2,-0.1,98,-24,99,-5,11,-5,3,-51
Cc1cccc(-c2cc3nc(C)cc(N4CC(C)CC(C)C4)n3n2)c1 (configuration not stated),/,5.1*,24,/,11,-30,2,5,4,-10

# Some of these compounds in order of count of non-hydrogen atoms, rising.
SMILES,Phagocyt inh,MRP-1 activ,HCT116 bCat-KO,Yeast life ext,HCT116 PTEN-null,Yeast growth inh,Measles CPE,GALR2 blocker,NPY-Y2 antag,E-sel TNF inh
Cc1ccc(N2C(=O)/C(=C\c3ccco3)SC2=S)cc1,/,-2.2,78,-11,71,-54,33,-11,-1,25
CCn1c(C)nc2cc(C(=O)N/N=C/c3ccc(O)cc3)ccc21,-4,-1.8,91,-2,97,-18,5,6,6,-10
COc1ccc(-c2coc3cc4oc(=O)cc(-c5ccccc5)c4cc23)cc1F,2,-5.5,2.6*,-2,2.1*,-28,9,4,5,/

# Molecules shown so far that have a CF3 group:
SMILES,Phagocyt inh,MRP-1 activ,HCT116 bCat-KO,Yeast life ext,HCT116 PTEN-null,Yeast growth inh,Measles CPE,GALR2 blocker,NPY-Y2 antag,E-sel TNF inh
OCCNc1nc(OCC(F)(F)F)nc(N2CCN(C34CC5CC(CC(C5)C3)C4)CC2)n1,-1,-4.3,62,-5,73,-29,4,4,6,/
O=C(Nc1cccc(C(F)(F)F)c1)c1cc2c(s1)-c1ccccc1OC2,-5,-4.1,86,7,92,-17,1,4,2,-24

# Entries shown so far that have a Cl atom, in the order listed:
SMILES,Phagocyt inh,MRP-1 activ,HCT116 bCat-KO,Yeast life ext,HCT116 PTEN-null,Yeast growth inh,Measles CPE,GALR2 blocker,NPY-Y2 antag,E-sel TNF inh
O=C1N(c2ccccc2)C2CS(=O)(=O)CC2N1c1ccc(Cl)c(Cl)c1 (configuration not stated),/,-2.9,79,-3,68,-34,4,-2,1,17
COC(=O)N/N=C/c1cc(Cl)cc(Cl)c1OCc1ccccc1F,2,-1.9,86,-1,95,-28,3,-4,2,/
CC1(C)CC(CCC(=O)Nc2ccccc2Cl)C(=O)O1 (configuration not stated),2,-3.7,80,-18,87,-15,10,-17,3,8

# Profiles, looked up by structure:
# Shown for CC1CCN(c2ccc(/C=N/n3nnnc3N)cc2[N+](=O)[O-])CC1 : Phagocyt inh: /; MRP-1 activ: -0.8; HCT116 bCat-KO: 112; Yeast life ext: -30; HCT116 PTEN-null: 102; Yeast growth inh: -23; Measles CPE: 0; GALR2 blocker: -8; NPY-Y2 antag: 1; E-sel TNF inh: /
# Shown for COC(=O)c1sc(NC(=O)c2cc(-c3ccccc3)nc3ccccc23)c(C#N)c1C : Phagocyt inh: -2; MRP-1 activ: -2.3; HCT116 bCat-KO: 23; Yeast life ext: -15; HCT116 PTEN-null: 14; Yeast growth inh: -50; Measles CPE: 4; GALR2 blocker: 4; NPY-Y2 antag: 5; E-sel TNF inh: -70
